Screens: PubChem, Broad Institute
E-selectin induc – E-selectin induction on HUVECs. P16581. HUVEC E-selectin immunofluorescence imaging; normalized: neutral wells 0, TNF-alpha wells 100. activation, % at 7.58 µM. 0.37% of 260,000 active. AID 686992;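 active = mean E-selectin-positive cell signal at least 10% of the positive control, reached in at least 60% of replicates, without over 20% cell loss; inconclusive = no rule given, readout overlaps actives, possibly toxicity-flagged; inactive = the rest, including those meeting only one limit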;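 note: in these data hits start at about 27%; measured in HUVEC primary endothelial cells; signal is the percent of cells scored E-selectin positive by PE staining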
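System: HUVEC, human umbilical vein endothelial cells; quantity: 3,000 cells/well; buffer or medium: EGM-2 medium, gelatin-coated wells; dosing: single-point compound dose; detection: immunofluorescence imaging; evaluation: % PE-positive cells; benchmarks: TNF-alpha, DMSO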
CFTR F508del cor – correctors of CFTR F508del function in bronchial epithelial cells. CFBE cells, YFP halide quenching; stimulated with forskolin plus potentiator P3; % fluorescence drop versus neutral controls. activity (quench increase), % at 7.58 µM. 0.36% of 350,000 active. AID 720511;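 active = mean added fluorescence quench of at least 8% versus neutral control, with both replicates also reaching 8%; inconclusive = only one of the mean or replicate conditions met; inactive = mean below 8% and not both replicates reaching 8%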;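 note: cells transiently co-express mutant CFTR-F508del with the halide-sensitive YFP; corrector assay measuring rescue of mutant channel to the surface after 24 h compound exposure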
DENV2 CPE – DENV2-induced cell death inhibition; 1.7% of 350,000 active; AID 651640; DENV2-infected cells, cytopathic effect rescue, plate reader; CPE inhibition, % at 9.99 µM; in the data active = CPE inhibition above about 20%, passing the limit was not always enough; inconclusive = no clear call, values can overlap the other calls; tested in BHK-21 cells;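 note: 0% = median of neutral control wells and 100% = median of positive control wells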
RAD54 inh – inhibitors of human RAD54 branch migration; RAD54 Holliday junction branch migration, FAM/BHQ fluorescence; inhibition, % at 10.4 µM; 0.14% of 360,000 active; Q92698;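 active = mean normalized replicate activity at least 40 and at least half of replicates scoring 40 or more; inconclusive = only one of the two criteria met; inactive = mean below 40 and under half of replicates reaching 40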;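 note: 0% = median of neutral control wells and 100% = median of positive control wells; inhibitors cause a drop in the FAM fluorescence signal; in these data hits start at about 50%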
Target sequence (Q92698 whole entry, looked up): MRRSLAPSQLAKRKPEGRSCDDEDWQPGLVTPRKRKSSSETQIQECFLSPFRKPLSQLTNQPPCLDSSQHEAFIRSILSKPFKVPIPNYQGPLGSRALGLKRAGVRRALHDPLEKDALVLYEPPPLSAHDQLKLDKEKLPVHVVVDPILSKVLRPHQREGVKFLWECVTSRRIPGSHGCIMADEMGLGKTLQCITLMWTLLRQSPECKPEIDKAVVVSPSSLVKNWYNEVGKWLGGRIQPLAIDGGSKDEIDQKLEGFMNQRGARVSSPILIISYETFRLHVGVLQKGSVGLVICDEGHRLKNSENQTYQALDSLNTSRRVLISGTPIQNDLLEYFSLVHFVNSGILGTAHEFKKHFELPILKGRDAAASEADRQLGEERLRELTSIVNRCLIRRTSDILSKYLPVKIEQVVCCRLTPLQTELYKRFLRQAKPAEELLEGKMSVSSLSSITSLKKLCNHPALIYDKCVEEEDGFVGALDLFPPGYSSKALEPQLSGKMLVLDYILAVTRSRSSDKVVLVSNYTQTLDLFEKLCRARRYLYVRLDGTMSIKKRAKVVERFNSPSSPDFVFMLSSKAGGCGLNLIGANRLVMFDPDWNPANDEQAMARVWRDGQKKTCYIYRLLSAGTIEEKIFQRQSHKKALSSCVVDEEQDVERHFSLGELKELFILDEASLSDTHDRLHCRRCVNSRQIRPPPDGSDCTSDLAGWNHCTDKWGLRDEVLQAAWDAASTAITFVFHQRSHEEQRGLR
XiGFP reactiv – activators of X-chromosome reactivation in mouse fibroblasts; XiGFP mouse fibroblasts, % GFP-positive cells imaging, 3 d; cells co-treated with 5-aza-dC sensitizer; scaled so ellipticine positive control = 100%; activation, % at 7.58 µM; 0.055% of 360,000 active; AID 743238;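 active = mean normalized replicate activation at least 10% and every replicate at or above 10%; inconclusive = only one of the two criteria met; inactive = mean below 10% and not all replicates reach 10%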;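 note: 0% = median of on-plate neutral control wells and 100% = ellipticine 6 µM median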
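Material: SV40-immortalized XiGFP fibroblast cells, line 68-5-11 | Buffer or medium: DMEM containing 5-aza-dC | Dosing: One concentration, pinned | Times: 3 d treatment, 15 min room-temperature fixation | Controls: Ellipticine 6 µM positive control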
INS-1E GSIS act – GLuc luminescence reporter in INS-1E cells, primary screen for activators of glucose-dependent secretion of insulin; INS-1E GLuc reporter insulin secretion, 2-3 h; activation, % at 16.6 µM; 0.61% of 370,000 active; AID 743287;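 active = lowest replicate activation of at least 40%, so every replicate reaches that level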;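 note: 0% = median of neutral control wells and 100% = median of IBMX positive control wells; some compounds called inactive have numbers as strong as hits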
CASP6 VEID inh – caspase-6 (human) enzyme inhibition. purified caspase-6, Z-VEID-R110 cleavage fluorescence. P55212. inhibition, % at 12.5 µM. AID 686996. 0.53% of 350,000 active;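 active = mean inhibition across replicates at least about 35%, with every replicate also reaching that limit, limit read from the data; inconclusive = only one of the two criteria met; inactive = neither criterion met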;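 note: 0% = median of neutral control wells and 100% = no fluorescence left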
Target sequence (P55212 24-179 limits assumed): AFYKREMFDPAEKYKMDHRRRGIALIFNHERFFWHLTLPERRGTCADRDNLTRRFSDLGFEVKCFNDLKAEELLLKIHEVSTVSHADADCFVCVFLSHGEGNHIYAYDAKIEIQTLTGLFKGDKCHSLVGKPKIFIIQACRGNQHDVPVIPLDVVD
Target sequence (P55212 194-293 limits assumed): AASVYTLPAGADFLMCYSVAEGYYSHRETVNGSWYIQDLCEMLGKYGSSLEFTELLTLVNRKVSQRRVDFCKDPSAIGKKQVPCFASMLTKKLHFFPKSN
RAD52 anneal inh – RAD52 (human) annealing inhibition | recombinant RAD52 DNA annealing, FRET fluorescence | inhibition, % at 18.7 µM | 0.46% of 360,000 active | AID 651710;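 active = every replicate showing at least 50% inhibition; inconclusive = mean inhibition at least 50% but not in every replicate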
Starred values were filed as active, the others as inactive; ? = inconclusive; nt = no result given; & = joins results of further samples; ! = not confirmed by another sample.

SMILES	E-selectin induc	CFTR F508del cor	DENV2 CPE	RAD54 inh	XiGFP reactiv	INS-1E GSIS act	CASP6 VEID inh	RAD52 anneal inh
O=C(O)CNC(=O)C(CS)Cc1ccccc1 (centres undefined)	0.3	2.7	-5.3	-13.6	-0.1	-5.2	nt	-6.9
C[C@@H]1CN([C@H](C)CO)S(=O)(=O)c2ccc(C#CCC3CCCC3)cc2O[C@H]1CN(C)Cc1ccc(C(=O)O)cc1	nt	-0.4	41.8*	-11.8	nt	nt	1.7	24.5
O=C(O)c1cn(C2CCCCC2)c2ccccc2c1=O	nt	2.1	1.4	-10.6	0.1	5.0	-1.4	-3.1
CCC(C(=O)NCCc1c[nH]c2cc(OC)ccc12)c1ccccc1 (centres undefined)	0.0	-3.5	-3.3	-5.1	0.2	-3.5	0.9	-1.3
CCn1cc(C(=O)N[C@@H](CCSC)C(=O)NC(C)(C)CO)c(=O)c2cc3c(cc21)OCO3	-0.1	-3.6	?	-5.6	-0.1	1.7	-0.5	-19.5
CCc1cnc(N2[C@@H](C#N)[C@H](c3ccc(C4=CCCCC4)cc3)[C@@H]2CO)s1	-0.2	1.8	-0.4	-14.0	0.4	-6.0	0.2	-5.5
COc1ccc(C(C)=O)cc1COc1ccc(Cl)cc1Cl	nt	-0.5	-7.0	-15.8	0.0	-7.4	0.3	-18.1
Cc1cc(C)cc(OCC(=O)N(Cc2ccccc2)C2CCS(=O)(=O)C2)c1 (centres undefined)	nt	3.7	9.2	11.1	-0.1	3.3	0.1	-3.8
CN(C)CCCNc1nc2cc(-c3ccc(F)cc3)sc2c(=O)n1C	0.1	-0.4	?	69.7*	0.0	2.5	-26.2	71.3*
COc1ccc(Cn2c(=O)[nH]c3cc(C(=O)N4CCN(c5ccc(C(C)=O)cc5)CC4)ccc3c2=O)cc1	nt	-1.2	-1.4	1.7	0.2	-26.7	-1.6	-8.9
Cc1cccc(CC2CC(=O)N(c3ccc([N+](=O)[O-])cc3)C2=O)c1 (centres undefined)	nt	-0.1	1.0	2.0	0.1	-7.0	-1.4	-2.8
COc1ccc(-c2ccc(SCC(=O)NC3CCCC3)nn2)cc1OC	-0.2	6.9	0.3	-4.5	0.1	80.3*	-0.7	-13.3
COc1ccc(CC(=O)OCC(=O)c2ccc[nH]2)cc1	nt	-0.2	1.7	-0.5	-0.2	8.0	0.6	-11.6
CCOC(=O)N1CCC(Nc2c(NCCCN(CC)c3cccc(C)c3)c(=O)c2=O)CC1	1.0	0.1	-1.1	1.0	0.0	nt	2.7	-12.4
C=C[C@@]1(C)CC(=O)[C@]2(O)[C@@]3(C)[C@@H](O)CCC(C)(C)[C@@H]3[C@H](OC(C)=O)[C@H](O)[C@@]2(C)O1	nt	7.6	3.0	-1.3	nt	84.7*	1.3	-10.2
C[C@H]1CN([C@@H](C)CO)C(=O)c2cc(-c3cccc(F)c3)cnc2O[C@H]1CN(C)S(C)(=O)=O	-0.1	-1.1	5.7	-0.5	-0.4	18.2	0.2	-4.4
O=C(O)CCCCCCNC(=O)c1cncc(O)c1	nt	-1.6	19.7	11.2	0.1	3.9	-2.2	-10.9
CCCN(C)C[C@@H]1OCCCC[C@@H](C)Oc2ccc(NC(=O)Nc3ccc(OC)cc3)cc2C(=O)N([C@H](C)CO)C[C@@H]1C	-0.2	-3.5	?	2.3	-1.0	5.6	0.3	10.3
COC(=O)c1ccc2nc(-c3ccc(Cl)cc3)c(Cc3ccsc3)n2c1	0.0	-1.4	-10.2	nt	0.0	-28.8	0.9	-36.6
CCCNC(=O)C1(C)CCCN(C(=O)c2ccc(F)cc2Cl)C1 (centres undefined)	1.5	1.7	-8.9	-6.7	0.0	-7.2	-0.4	-25.7
COc1ccc2c(c1)[nH]c1c(=O)n(/N=C/c3ccc(OC)c(CN4CCCC4)c3)cnc12	-0.3	9.2*	14.8	30.2	-0.2	6.9	-10.5	-3.9
N#Cc1c(-c2ccccc2)nc(SCC(=O)N2c3ccccc3Sc3ccccc32)[nH]c1=O	6.8	-3.0	6.3	nt	0.2	-12.9	19.3	-24.5
CC(=O)N[C@@H]1CC[C@H](CCNC(=O)C2CC2)O[C@H]1CO	-0.3	-3.2	-6.5	7.7	0.0	-8.3	-1.5	-10.7
CC(OC(=O)c1cccc(S(=O)(=O)N2CCCCC2)c1)C(=O)NCC1CCCCC1 (centres undefined)	-0.2	0.7	-6.9	-3.0	0.2	-62.2	2.7	7.9
C=COCCCNc1ncnc2sc(-c3ccccc3)cc12	0.0	0.6	5.7	0.3	0.0	-28.2	2.9	-11.7
COc1ccc(NC(=O)Nc2ccc3c(c2)C(=O)N([C@H](C)CO)C[C@@H](C)[C@H](CN(C)C(=O)Nc2ccc4c(c2)OCO4)O3)cc1	-2.8	-2.7	-5.4	39.4	0.1	12.5	nt	nt
CC12C=CC(=O)C=C1CCC1C3CCC(O)(C(=O)CO)C3(C)CC3OC312 (centres undefined)	0.6	4.0	0.3	6.5	-0.1	nt	0.3	-10.9
O=C(N/N=C(/c1ccccc1)c1ccncc1)c1ccc2c(c1)OCO2	-1.4	2.5	-3.1	2.2	0.1	16.7	0.3	-6.8
C[C@@H]1CCCCO[C@H](CN(C)Cc2ccccc2)[C@H](C)CN([C@@H](C)CO)C(=O)c2cc(NC(=O)Nc3cccc4ccccc34)ccc2O1	nt	-0.1	-25.3	1.5	0.1	-2.9	-1.2	-9.3
O=C(C1=C[C@@H](C2CC2)C[C@@H](OCCCCO)O1)N1CCOCC1	0.6	-1.1&-0.7	-8.9&6.2	2.6&-3.7	0.0	6.6	-2.1&-0.4	10.5&-0.4
COc1ccc([C@@H]2[C@@H]3C(=O)N(C(C)(C)C)C(=O)[C@@H]3[C@]3(Cc4ccccc4)C(=O)N(c4ccccc4)C(=O)N23)cc1	0.0	-0.4	?	1.9	-0.3	-9.5	1.6	-10.6
CN1c2ccc(Br)cc2[C@@H]2[C@@H](CCN2C(=O)Nc2cccc(F)c2)[C@H]1CO	-0.2	0.9	-14.9	7.2	0.1	-4.4	nt	nt
Cc1ccc(C(=O)NC(=S)N(C)C2CCCCC2)cc1Br	-0.7	1.5	2.6	6.3	0.2	8.7	-2.8	-30.3
CS(=O)(=O)N(CC(=O)NCC1CCCO1)c1cccc(Cl)c1 (centres undefined)	0.0	0.8	-1.3	nt	0.0	2.6	-1.0	-8.0
O=C(NCCn1cc(SCC(=O)N2CCOCC2)c2ccccc21)c1c(F)cccc1F	-0.1	-1.6	19.8	-3.9	1.4	2.2	1.4	-4.2
COc1cccc(C(=O)NNC(=O)CCC(=O)O)c1	-0.1	-2.9	-3.9	nt	nt	-6.1	-1.5	-3.3
CCc1ccccc1NC(=O)CN(C)C(=O)Cn1cc(C(F)(F)F)cc(Cl)c1=O	nt	-1.9	-1.5	nt	-0.6	2.0	-1.6	-13.9
C[C@@H]1CCCCO[C@H](CN(C)S(=O)(=O)c2cccs2)[C@H](C)CN([C@@H](C)CO)C(=O)c2cc(N(C)C)ccc2O1	0.0	-1.8	-7.1	-1.9	3.9	11.1	0.4	39.2
S=C(NCc1ccccc1)NCc1ccccc1	nt	-1.9	1.0	-5.5	nt	-34.3	3.0	-5.4
COc1cc([N+](=O)[O-])ccc1NC(=S)NCc1ccccn1	-0.5	nt	nt	3.3	0.1	2.7	nt	nt
Cc1ccnc(N2CCC(C(=O)NNC(=O)c3ccccc3)CC2)n1	nt	-0.8	-0.8	2.5	nt	8.6	1.4	-15.8
CN1CCN(C(=S)SCC(=O)N2CCCc3ccccc32)CC1	nt	-1.3	-1.3	3.4	0.1	37.7	-0.4	2.9
Oc1c(Br)cc(Br)cc1/C=N/c1nccs1	1.1	-2.4	-2.6	-12.3	-0.6	4.8	2.8	-6.1
CCN(CC)S(=O)(=O)c1ccc(NC(=O)c2ccc(Sc3nncn3C)c([N+](=O)[O-])c2)cc1	nt	nt	-6.6	nt	0.0	-9.5	0.7	-10.5
O=C(COC(=O)/C=C/c1ccc2c(c1)OCO2)Nc1ccccc1	nt	2.1	0.0	nt	-0.1	8.0	0.9	-21.3
COc1cccc(-c2ccc(C3[C@@H]4CN(S(=O)(=O)c5cn(C)cn5)C[C@H]3N4)cc2)c1 (some centres undefined)	-0.1&-0.1	0.3&1.9	130.9*!	nt	0.0&0.0	10.1&5.2	nt	nt
NC(=O)CCN1CCN(C(=O)c2ccc3nc(Cc4cccc(Cl)c4)oc3c2)CC1	nt	-0.8	1.4	-5.2	0.0	8.2	-6.9	-10.0
CCN1C(=O)N[C@@H](c2cccc(C(F)(F)F)c2)[C@@H](C(=O)OC)[C@H]1C	-0.2	-1.7	3.4	-2.2	0.0	-4.7	-0.3	-10.9
CN1C(=O)c2cc(NC(=O)NCc3ccccc3)ccc2OC[C@H]2O[C@H](CC(=O)O)CC[C@@H]21	0.0	0.0	19.2	-4.6	0.1	7.2	0.7	-6.1
C[C@H]1CN([C@@H](C)CO)C(=O)c2cccc(NC(=O)Nc3ccc(F)cc3)c2O[C@H]1CN(C)C(=O)Nc1ccccc1	-0.3	-1.0	-2.7	2.9	0.5	-21.7	1.1	8.4
O=C1OCCC1=CN1CCCCC1	-0.4	-0.6	5.2	5.6	0.0	4.5	nt	-4.9
CCC(=O)N(C)C[C@@H]1Oc2cc(C#Cc3ccccc3)ccc2S(=O)(=O)N([C@H](C)CO)C[C@@H]1C	0.4	0.3	-2.1	5.0	-0.9	-17.2	1.7	-11.3
Nc1ccc(Cn2ccc3c4c(N)nc(N)nc4ccc32)cc1	-0.5	3.8	8.1	nt	1.2	4.6	nt	34.7
CCN(CC)C(=O)Cn1cc(S(=O)(=O)CC(=O)Nc2ccc3c(c2)OCCO3)c2ccccc21	-0.9	0.2	-0.8	nt	0.0	-19.2	3.1	-2.9
CC(CNC(=O)CN1C(=O)NC2(CCCCC2C)C1=O)c1ccccc1 (centres undefined)	0.0	-1.6	-2.4	nt	0.0	-12.6	-0.5	-15.1
O=C(Nc1ccccc1Cl)c1cccc(NC(=O)c2cccs2)c1	-0.1	0.1	19.8	7.1	0.8	19.3	3.4	-0.8
C[C@H](CO)N1C[C@H](C)[C@H](CN(C)Cc2ccncc2)OCCCC[C@H](C)Oc2ccc(NS(C)(=O)=O)cc2C1=O	0.1	0.7	nt	nt	-0.1	12.3	nt	nt
Cc1ccc(S(=O)(=O)N2[C@@H](c3ccc(Cl)cc3)C(C(=O)O)=CC[C@H]2c2ccc(Cl)c(Cl)c2)cc1	0.0	1.9	nt	9.6	0.0	-31.4	19.1	-32.0
O=C(NCCC(F)(F)F)c1cccc2c(-c3ccc(F)c(F)c3)coc12	0.4	-1.1	0.5	7.0	0.0	-1.8	-0.6	-7.8
CC1(C)Cc2c(C#N)c(NCCO)nc(-c3ccco3)c2CO1	nt	3.0	-4.0	-2.6	-0.1	15.1	18.7	-38.8
O=C(NNS(=O)(=O)c1ccc(F)cc1)c1ccccc1O	nt	0.7	0.6	-18.0	0.0	0.8	0.2	-17.1
